Source: PubChem
Gal4-VP16 FLuc = Gal4-VP16 reporter inhibition counter-screen. Drosophila S2 Gal4-VP16 UAS-luciferase, luminescence, 20 h. Potency, µM (highest dose often 53.6 µM), without a hit: top-dose activity, negative = inhibition, usual class: inhibitors. 3.5% of 310,000 active. AID 2546;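 note: Gal4-VP16 expression switched on by copper sulfate through the metallothionein promoter; potency is the fitted concentration of half-maximal effect; % is set by controls: 0 for no effect and ±100 for the full control effect; nearly all actives have a fitted effect of over 50% in size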
BRCA1 expr up = BRCA1 expression activation | Potency, µM (top dose mostly 46.1 µM), inactives show at the highest dose activation, hits mostly activators | AID 624202 | 1.1% of 380,000 active | MCF7-BRCA1-FFLuc reporter, luminescence, 48 h; response scale: scaled: vehicle 0%, 10 µM genistein 100%; note: potency is the fitted concentration of half-maximal effect; nearly all actives have a fitted effect of over 80% in size; some results filed as inactive show a strong effect at the top dose
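Luminescence from a BRCA1-driven firefly luciferase in MCF7 cells was read after 48 h compound exposure at 37 C. Data normalized against DMSO and a 10microM genistein activation control, then curve-fitted across the titration.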
ELG1 repair inh = blocks ELG1-dependent DNA repair in HEK293T cells. HEK293T ELG1-luciferase reporter, luminescence, 16 h; DNA damage induced by 5-fluorouridine. Potency, µM (highest dose often 46.1 µM), without a hit: at the top dose activity change, negative = inhibition, hits mostly inhibitors. 2.3% of 330,000 active. AID 504467; note: potency is the fitted concentration of half-maximal effect; % is set by controls: 0 for no effect and ±100 for the full control effect; nearly all actives have a fitted effect of over 55% in size
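Cells (2,000 per well) received 5-fluorouridine plus test compound or DMSO and were incubated 16 hr at 37 °C, 5% CO2. Luciferase activity was read by luminescence 30 min after ONE-Glo addition; signal suppression marked inhibition of damage-induced ELG1 function.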
NPC1 prom act = NPC1 promoter activation; Huh7 NPC1 promoter luciferase reporter, 24 h; 2.4% of 320,000 active; Potency, µM (highest dose often 9.22 µM), for the others: at the highest dose activation, usual class: activators;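 note: potency is the fitted concentration of half-maximal effect; % of control where 0% means no effect; nearly all actives have a fitted effect of over 60% in size; reporter is driven by a mutant NPC1 promoter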
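Stable NPC1-promoter luciferase Huh7 line; cpd (DMSO) 24 h, 37 °C, 5% CO2; Amplite luciferase reagent 10 min RT; luminescence readout. qHTS format.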
ELG1 genotoxic = induces genotoxicity in HEK293T cells with luciferase-tagged ELG1; HEK293T ELG1-luciferase reporter, luminescence, 16 h; Potency, µM (titrated, usually from 46 µM), for the others: at the highest dose activity change, positive = activation, most hits filed as activators; 1.3% of 330,000 active; AID 504466; note: potency is the fitted concentration of half-maximal effect; % of control where 0% means no effect; nearly all actives have a fitted effect of over 60% in size
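Genotoxicity was scored as increased ELG1-luciferase reporter signal, measured by ONE-Glo luminescence (30 min, room temperature). Compound or vehicle exposure of the HEK293T reporter cells lasted 16 hr at 37°C.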
RORgamma inh = ROR gamma (mouse) transcription inhibition; 5.4% of 310,000 active; Drosophila S2 Gal4-RORgamma UAS-luciferase reporter, 20 h; AID 2551; Potency, µM (series often up to 53.6 µM), for the others: at the top dose activity change, negative = inhibition, actives largely listed as inhibitors; P51450; note: potency is the fitted concentration of half-maximal effect; % is set by controls: 0 for no effect and ±100 for the full control effect; nearly all actives have a fitted effect of over 60% in size
Target sequence (P51450 whole entry, looked up, the tested form may be a part): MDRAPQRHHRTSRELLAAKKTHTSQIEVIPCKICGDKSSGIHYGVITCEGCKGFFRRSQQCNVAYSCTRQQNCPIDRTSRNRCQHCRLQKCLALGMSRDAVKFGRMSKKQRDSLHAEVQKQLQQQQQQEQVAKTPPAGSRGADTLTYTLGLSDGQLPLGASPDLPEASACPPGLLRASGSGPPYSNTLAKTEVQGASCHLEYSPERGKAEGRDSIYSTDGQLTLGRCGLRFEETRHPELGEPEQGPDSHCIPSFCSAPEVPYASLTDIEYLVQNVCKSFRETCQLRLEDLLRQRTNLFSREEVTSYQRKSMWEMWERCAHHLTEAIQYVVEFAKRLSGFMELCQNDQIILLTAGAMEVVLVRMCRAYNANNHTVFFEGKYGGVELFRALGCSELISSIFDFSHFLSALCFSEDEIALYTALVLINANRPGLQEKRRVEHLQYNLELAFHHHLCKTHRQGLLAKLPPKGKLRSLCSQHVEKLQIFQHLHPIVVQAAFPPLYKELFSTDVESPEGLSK
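Compounds are pin-transferred onto Drosophila Schneider cells expressing a copper-inducible Gal4–ROR gamma transactivation domain fusion. After 1 hr, copper sulfate is added to 700 uM final; luciferase is read 20 hr later.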
TRPV1 ag = activates the human vanilloid receptor TRPV1; 0.19% of 320,000 active; Q8NER1; activation, % at 8.33 µM; TRPV1-expressing cells, Fluo-8 calcium influx, agonist mode; in the data active = activation above about 80%; inconclusive = between about 30% and that limit; note: 0% is about no effect
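TRPV1-expressing cells were cultured overnight at 35.5C and loaded with Fluo-8 calcium dye for 40 to 90 min at room temperature. After a 10 s baseline, compound was added and calcium influx was read kinetically for 3 min (ex 480/em 520 nm).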
Tb PFK block = inhibitors of T. brucei phosphofructokinase; O15648; T. brucei PFK, ADP-Glo luminescence; Potency, µM (highest dose often 57.5 µM), without a hit: at the highest dose activity, negative = inhibition, hits mostly inhibitors; 0.17% of 330,000 active;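 note: potency is the fitted concentration of half-maximal effect; 0% = uninhibited 1x PFK enzyme wells and -100% = no-enzyme wells; nearly all actives have a fitted effect of over 60% in size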
Target sequence (O15648 whole entry, looked up): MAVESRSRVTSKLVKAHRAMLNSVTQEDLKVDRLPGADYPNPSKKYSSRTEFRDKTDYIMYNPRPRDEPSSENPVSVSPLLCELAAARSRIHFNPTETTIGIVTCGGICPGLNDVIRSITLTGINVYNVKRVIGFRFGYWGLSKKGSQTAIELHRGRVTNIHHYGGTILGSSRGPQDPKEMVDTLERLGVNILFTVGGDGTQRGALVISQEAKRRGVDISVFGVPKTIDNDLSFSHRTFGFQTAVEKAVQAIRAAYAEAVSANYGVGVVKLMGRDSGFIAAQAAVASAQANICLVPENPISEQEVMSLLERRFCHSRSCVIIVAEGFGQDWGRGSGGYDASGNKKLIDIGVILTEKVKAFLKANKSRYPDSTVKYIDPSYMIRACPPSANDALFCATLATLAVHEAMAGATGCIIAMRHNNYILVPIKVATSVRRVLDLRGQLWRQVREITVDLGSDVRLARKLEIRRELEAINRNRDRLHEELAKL
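Luminescent ADP detection (ADP-Glo, two-step: ATP depletion then ADP-to-ATP conversion for luciferase) reported PFK activity after 45 min room-temperature reaction of 1.25 nM enzyme with 0.5 mM F6P and 0.1 mM ATP at pH 8.0.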
Rab9 prom act = activators of Rab9 promoter. Huh7 Rab9 promoter-luciferase reporter, luminescence, 24 h. Potency, µM (highest dose often 9.22 µM), without a hit: top-dose activation, negative = inhibition, most hits filed as activators. 2.8% of 320,000 active. AID 485297; note: potency is the fitted concentration of half-maximal effect; % of control where 0% means no effect; nearly all actives have a fitted effect of over 60% in size
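Luminescence read-out: Huh7 cells stably expressing Rab9-luciferase, treated 24 h with compound at 37 °C, then lysed with luciferase reagent for 10 min at ambient before reading.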
FLuc modulator = counter-screen for miR-21 project: firefly luciferase inhibitors or activators; P08659; Potency, µM (titrated, usually from 57.5 µM), for the others: at the top dose activity change, negative = inhibition, actives largely listed as inhibitors; 6.9% of 360,000 active; purified FLuc, Km substrates, luminescence inhibition; AID 588342;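 note: potency is the fitted concentration of half-maximal effect; plate controls were vehicle for no effect and reference inhibitor for full effect; nearly all actives have a fitted effect of over 55% in size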
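Purified P. pyralis luciferase, 10 nM final, with Km-level 10 uM D-luciferin and 10 uM ATP in 50 mM Tris acetate pH 7.5, 10 mM Mg acetate, 0.01% Tween-20, 0.05% BSA; 6-point qHTS titration about 60 µM downward; luminescence read.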
p53 reactivation = restores transcriptional activity of mutant p53. H1299 p53-A138V BP100-luciferase reporter, luminescence, 24 h. Potency, µM (doses to about 92.2 µM), for the others: at the highest dose activity change, positive = activation, actives largely listed as activators. 0.063% of 320,000 active; note: potency is the fitted concentration of half-maximal effect; % of control where 0% means no effect; nearly all actives have a fitted effect of over 45% in size
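p53-null H1299 cells stably carrying temperature-sensitive p53-A138V and a BP100-luciferase reporter were pinned with compounds (4-point, 1:5 series) and held 24 hrs at 37 deg C. Luminescence was read 10 min after detection reagent.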
* marks the source's active call; other numbers are inactive results; u = inconclusive; x = no result given; & = joins results of further samples; [ ] = another dose, or the depositor's remark. Unless noted, calls come from the whole dose curve; as a rule, active = well fitted curve in the direction sought with a large enough effect; inconclusive = small, poorly fitted or top-dose-only effect, or another doubt; inactive = no such curve, though single readings can be large; an effect the other way counts as inactive or inconclusive. An unsorted share of the library; any-hit rate near 15%.

SMILES	Gal4-VP16 FLuc	BRCA1 expr up	ELG1 repair inh	NPC1 prom act	ELG1 genotoxic	RORgamma inh	TRPV1 ag	Tb PFK block	Rab9 prom act	FLuc modulator	p53 reactivation
CCn1nc(C(=O)Nc2cccc3ccccc23)c(Cl)c1Cl	-8%	-95%[inhibitor]	-4%	11%	-3%	0%	-4	-3%	9%	-15%	7%
CCCC(=O)Nc1ccc(NC(=O)c2ccco2)cn1	8%	66%	u	27%	u	17%	0	2%	u	u	u
O=C(c1ccc(Br)cc1)c1cn[nH]c1-c1ccccc1O	6%	12%	0%	-3%	0%	-22%	-1	0%	9%	-16%	0%
Cc1cccc2[nH]c3c(N4CC=C(c5ccc(F)cc5)CC4)ncnc3c12	u	-53%	12µM*	-6%	-12%	-11%	x	0%	-5%	-12%	0%
CCOC(=O)C1=C(C)N=C2SC(C(=O)OC)=CC(=O)N2C1c1ccc(F)cc1 (configuration not stated)	-16%	-35%	-7%	1%	-3%	-21%	17	3%	4%	1%	3%
COc1ccccc1CNS(=O)(=O)c1ccc(Br)s1	4%	7%	0%	-1%	-2%	20%	-4	6%	0%	5%	x
CC(C)(/C=N/O)/[N+]([O-])=C/c1ccco1	-6%	1%	-2%	0%	-1%	-26%	-1	0%	-5%	2%	-2%
CCN(CC)C(=O)CSc1nnc(COc2cccc(C)c2)n1C	2%	x	-10%	-1%	0%	16%	3	-4%	3%	1%	-5%
CC(C)(C)OC(=O)N1CCN(C(=O)c2[nH]cnc2C(=O)Nc2cccc(Cl)c2)CC1	x	-6%	-28%	1%	-2%	x	8	0%	1%	-2%	-4%
COc1ccc(N(C(C)C(=O)Nc2ccc(S(=O)(=O)N3CCCCC3)cc2)S(C)(=O)=O)cc1 (configuration not stated)	9%	-37%	-1%	-4%	-16%	45%	-4	-1%	4%	-1%	3%
O=C(O)/C=C/c1ccc(S(=O)(=O)N(CCO)CCO)cc1	8%	-7%	2%	u	1%	-19%	-1	0%	3%	-1%	4%
CSc1ccccc1NC(=O)COC(=O)CCC(=O)c1ccc(F)cc1	x	-16%	u	x	0%	x	x	2%	x	x	-10%
COc1ccc(NC(=S)Nc2cccnc2)c(OC)c1	-4%	-8%	0%	-1%	9%	-28%	-3	0%	1%	-8%	1%
COc1ccc(CNC(=O)C2CCN(c3nn4c(=O)cc(C)nc4s3)CC2)cc1	3%	-15%	-1%	-5%	0%	4%	-3	-2%	-1%	-3%	3%
CCOc1ccc(-n2c([S-])c(C(=O)Nc3ccc(S(=O)(=O)N4CCOCC4)cc3)[n+]3cc(C(N)=O)ccc23)cc1	-5%	0%	-11%	-5%	-2%	40%	0	1%	-2%	2%	1%
Cc1ccc(-c2noc(CSc3nnc(-c4ccccc4)n3C)n2)cc1	3%	0%	-24%	1%	-6%	-5%	1	-11%	4%	u	15%
COC(=O)c1sc(NC(=O)COc2ccccc2OC)nc1C	11%	59%	-8%	13%	2%	30%	-13	-8%	14%	u	6%
O=C(Cn1ncn2c(cc3sccc32)c1=O)NC1CCCC1	1%	10%	16%	1%	3%	-25%	2	0%	-1%	-1%	4%
CC(=O)c1ccc(NC2CC(O)C(O)CO2)cc1 (configuration not stated)	1%	8%	-4%	0%	1%	-23%	-1	1%	-7%	3%	-10%
O=C(COC(=O)Cc1c[nH]c2ccccc12)Nc1cc(S(=O)(=O)N2CCOCC2)ccc1Cl	x	-22%	2%	x	-3%	x	x	-2%	x	x	2%
N/C(=N/O)c1nc(N2CCCC2)nc(N(c2ccccc2)c2ccccc2)n1	15%[0.365 µM]	-66%	-26%	1%	-12%	8.9µM*	13	-10%	-5%	-1%	3%
CCCCN(C)CCNC(=O)CN1C(=O)CSc2ccc(S(=O)(=O)N3CCCC3)cc21	-5%	-4%	u	-1%	2%[9.26 µM]	-8%	0	-1%	-12%	3%	-2%
Cc1ccc(C(O)CCc2ccc(N)cc2)cc1 (configuration not stated)	-1%	-7%	1%	15%	0%	-10%	4	3%	9%	-2%	0%
CCC1CCCCN1C(=O)c1ccc(OC2CCN(Cc3ccccn3)CC2)cc1 (configuration not stated)	3%	2%	1%	0%	-1%	-21%	0	-1%	0%	2%	11%
CCOP(=O)(OCC)C(C)(C)NC(=O)c1cc([N+](=O)[O-])cc([N+](=O)[O-])c1	0%	6%	-4%	-5%	1%	-14%	-4	-3%	4%	1%	-2%
SMILES	Gal4-VP16 FLuc	BRCA1 expr up	ELG1 repair inh	NPC1 prom act	ELG1 genotoxic	RORgamma inh	TRPV1 ag	Tb PFK block	Rab9 prom act	FLuc modulator	p53 reactivation
O=C(NCCc1ccc(Cl)cc1)c1cccc(NC2=NC3CS(=O)(=O)CC3S2)c1 (configuration not stated)	-12%	15%	13%	-2%	0%	-2%	-1	2%	0%	17µM*	4%
CN1CCC(=NNC(=O)c2ccco2)CC1	0%	18%	u	7%	7%	5%	2	0%	-8%	-8%	24%
Cc1ccc(CN(C)C(=O)C2CCN(C(=O)Nc3ccccc3)CC2)o1	x	-5%	12%	1%	2%	x	9	3%	-2%	-10%	2%
Cc1cc(=O)oc(C)c1C(=O)OCC(=O)c1ccc(Cl)c(Cl)c1	-6%	0%	-4%	-1%	1%	25%	5	-4%	-1%	u	3%
CC(C)CCn1c(CN(C)Cc2ccccc2)nc2c1c(=O)n(C)c(=O)n2C	1%	-30%	21µM*	1%	-13%	-2%	21	4%	-1%	6%	7%
Cc1nc(Nc2ccc3c(c2)OCO3)c2oc3ccccc3c2n1	-7%	1%	u	16%	2%	u	-2	1%	4%	30µM*	18%
CCCCNc1c(-c2ccc(OC)c(SC(C)CC)c2)nc2ccc(C)cn12 (configuration not stated)	x	-82%&-11%[inhibitor]	7.3µM*	x	-7%	x	x	-2%	x	x	0%
COc1ccc(C(CNC(=O)C(CCSC)NC(=O)c2ccccc2OC)N2CCCCC2)cc1 (configuration not stated)	2%	1%	1%	0%	5%	2%	0	-1%	-4%	2%	10%
Cc1cc(NC(=O)C2CCCCC2)nc2c1c(=O)oc1ccccc12	0%	-65%	8%	0%	-3%	-14%	12	-3%	0%	-8%	-2%
Cc1ccn2nc(C(=O)OCC(=O)N(CC(C)C)C3CCS(=O)(=O)C3)nc2n1 (configuration not stated)	x	-4%	14%	1%	3%	x	0	-2%	-2%	-1%	-5%
COc1ccc(Cc2nnc(Nc3ccc(C)cc3C)[nH]c2=O)cc1	0%	-6%	-14%	-4%	-4%	8%	0	2%[0.46 µM]	-4%	3%	-4%
CC(Oc1cccc(Cl)c1)C(=O)Nc1cc(S(=O)(=O)N2CCOCC2)ccc1N1CCCCC1 (configuration not stated)	x	-44%	-14%	0%	-3%	x	7	8%	-11%	0%	1%

Shown with two lines to a compound: 8 of the compounds above
Values run as follows: Gal4-VP16 FLuc, BRCA1 expr up, ELG1 repair inh, NPC1 prom act, ELG1 genotoxic, RORgamma inh, TRPV1 ag, Tb PFK block, Rab9 prom act, FLuc modulator, p53 reactivation
- O=C(NCCc1ccc(Cl)cc1)c1cccc(NC2=NC3CS(=O)(=O)CC3S2)c1 (configuration not stated)
→ -12%, 15%, 13%, -2%, 0%, -2%, -1, 2%, 0%, 17µM*, 4%
- CN1CCC(=NNC(=O)c2ccco2)CC1
→ 0%, 18%, u, 7%, 7%, 5%, 2, 0%, -8%, -8%, 24%
- Cc1ccc(CN(C)C(=O)C2CCN(C(=O)Nc3ccccc3)CC2)o1
→ x, -5%, 12%, 1%, 2%, x, 9, 3%, -2%, -10%, 2%
- Cc1cc(=O)oc(C)c1C(=O)OCC(=O)c1ccc(Cl)c(Cl)c1
→ -6%, 0%, -4%, -1%, 1%, 25%, 5, -4%, -1%, u, 3%
- CC(C)CCn1c(CN(C)Cc2ccccc2)nc2c1c(=O)n(C)c(=O)n2C
→ 1%, -30%, 21µM*, 1%, -13%, -2%, 21, 4%, -1%, 6%, 7%
- Cc1nc(Nc2ccc3c(c2)OCO3)c2oc3ccccc3c2n1
→ -7%, 1%, u, 16%, 2%, u, -2, 1%, 4%, 30µM*, 18%
- CCCCNc1c(-c2ccc(OC)c(SC(C)CC)c2)nc2ccc(C)cn12 (configuration not stated)
→ x, -82%&-11%[inhibitor], 7.3µM*, x, -7%, x, x, -2%, x, x, 0%
- COc1ccc(C(CNC(=O)C(CCSC)NC(=O)c2ccccc2OC)N2CCCCC2)cc1 (configuration not stated)
→ 2%, 1%, 1%, 0%, 5%, 2%, 0, -1%, -4%, 2%, 10%
